Screening results from PubChem.
GPR119 beta-arrestin: off-target GPR119 activation – cell-based, PathHunter beta-arrestin, luminescence, set 2, counter-screen for GPR151 activator project, confirmation (AID 1508607) | 2,300 tested, 0.9% active | GPR119 PathHunter beta-arrestin cells, luminescence, 90 min; active compounds read high | activation, % at 11.2 µM;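 active = mean percent activation across replicates above the counterscreen hit cutoff of 9.17%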;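 note: 0% = median of sample wells and 100% = wells given EA reagent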
GPR151 activators: GPR151 activators, triplicate retest, confirmation, cell-based, PathHunter beta-arrestin, luminescence, set 2 (AID 1508608). GPR151 PathHunter beta-arrestin cells, luminescence, 90 min; active compounds read high; 100% = signal from added EA reagent. 2,300 tested, 0.9% active. activation, % at 11.2 µM;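 active = mean activation across replicates above 26.72%, the hit cutoff set for this confirmation screen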;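 note: 0% = plate median of compound wells and 100% = EA reagent high control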
The depositor's hits bear a star. Not all compounds are listed (hit frequency here may not be typical).

SMILES	GPR119 beta-arrestin	GPR151 activators
Cn1cc(C(=O)c2ccccc2)c2ccccc21	-5.6	-5.5
COC(=O)C1C2NC(=S)N(c3cccc(OC)c3)C1(C)Oc1c(OC)cccc12 (stereo not given)	-0.4	-0.4
CCNC(=S)N1CCn2cccc2C1c1cccnc1 (stereo not given)	-2.6	-6.4
CC[n+]1c(/C=C/C=C2\N(C)c3ccccc3C2(C)C)n(-c2ccccc2)c2ccc(C)cc21	2.6	20

3 structures already listed, ordered by SMILES length, descending.
SMILES	GPR119 beta-arrestin	GPR151 activators
CC[n+]1c(/C=C/C=C2\N(C)c3ccccc3C2(C)C)n(-c2ccccc2)c2ccc(C)cc21	2.6	20
COC(=O)C1C2NC(=S)N(c3cccc(OC)c3)C1(C)Oc1c(OC)cccc12 (stereo not given)	-0.4	-0.4
CCNC(=S)N1CCn2cccc2C1c1cccnc1 (stereo not given)	-2.6	-6.4
